SENP8 inh – SENP8 protease inhibition. Q96LD8. inhibition, % at 10 µM. AID 2540. purified SENP8, Z-RLRGG-aminoluciferin cleavage, luminescence. 330,000 compounds, 1.2% hits
Target sequence (Q96LD8 whole entry, looked up): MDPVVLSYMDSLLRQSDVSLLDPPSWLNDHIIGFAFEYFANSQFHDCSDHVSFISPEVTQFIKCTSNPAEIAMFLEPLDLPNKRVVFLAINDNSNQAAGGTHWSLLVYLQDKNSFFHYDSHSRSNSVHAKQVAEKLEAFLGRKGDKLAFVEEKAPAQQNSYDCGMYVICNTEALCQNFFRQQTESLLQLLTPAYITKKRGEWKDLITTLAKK
Jurkat NFkB inh – lowers PMA/ionomycin-induced NF-kB signal in Jurkat cells. PMA/ionomycin-induced NF-kB luciferase reporter, luminescence. inhibition, % at 4 µM. 330,000 compounds, 0.53% hits
EBI2 antag – blocks human EBI2 receptor beta-arrestin signaling; 360,000 compounds, 0.81% hits; P32249; EBI2 beta-arrestin recruitment, luminescence, 7a,25-OHC stimulated; inhibition, % at 5 µM; in the data active = inhibition above about 38%;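 note: enzyme fragment complementation signal reports receptor beta-arrestin coupling in cells; 0% = agonist plus DMSO wells and 100% = wells without agonist; some results beyond the cut were filed as inactive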
Target sequence (P32249 whole entry, looked up, the tested form may be a part): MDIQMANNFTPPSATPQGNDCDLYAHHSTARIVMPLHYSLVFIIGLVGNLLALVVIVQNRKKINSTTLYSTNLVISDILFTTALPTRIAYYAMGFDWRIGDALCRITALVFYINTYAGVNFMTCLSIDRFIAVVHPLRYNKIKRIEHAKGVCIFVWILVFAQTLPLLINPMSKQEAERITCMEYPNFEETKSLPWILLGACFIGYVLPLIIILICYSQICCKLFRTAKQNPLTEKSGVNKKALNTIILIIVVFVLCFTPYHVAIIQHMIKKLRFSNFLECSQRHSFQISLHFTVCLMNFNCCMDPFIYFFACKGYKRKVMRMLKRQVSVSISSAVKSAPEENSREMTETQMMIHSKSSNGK
Gli-Sufu block – antagonists of Gli-Sufu signaling. 340,000 compounds, 0.74% hits. inhibition, % at 5 µM. Sufu-KO-LIGHT fibroblasts, Gli luciferase reporter luminescence. AID 588413;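 active = inhibition above about 55%, limit read from the data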;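 note: 0% = DMSO-treated cells and 100% = wells with medium but no cells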
UBC13 polyUb – inhibitors of human UBC13 polyubiquitin chain formation | P61088 | TR-FRET | inhibition, % at 20 µM | 330,000 compounds, 0.47% hits; in the data active = inhibition above about 45%, passing the limit was not always enough
Target sequence (P61088 whole entry, looked up): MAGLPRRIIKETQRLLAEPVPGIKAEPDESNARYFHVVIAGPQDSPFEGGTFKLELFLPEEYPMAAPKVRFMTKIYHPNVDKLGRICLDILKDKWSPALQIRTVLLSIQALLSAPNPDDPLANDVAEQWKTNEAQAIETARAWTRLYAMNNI
697 NFkB inh – lowers PMA/ionomycin-induced NF-kB signal in 697 B cells; inhibition, % at 4 µM; 330,000 compounds, 0.33% hits; 697 B-cell NF-kB luciferase reporter, 16 h; in the data active = inhibition above about 35%
Apaf-1 inh – blocks human Apaf-1 apoptosome activity; reconstituted apoptosome caspase-3 activity, DEVD-Rh110 fluorescence; inhibition, % at 20 µM; 330,000 compounds, 0.71% hits; AID 489030; active = inhibition of at least 40% at 20 µM;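 note: plate controls were DMSO wells for no effect and DEVD-CHO caspase inhibitor wells for full effect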
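Material: reconstituted apoptosome with Apaf-1, cytochrome c, caspase-9, procaspase-3, dATP. Technique: Rh110 fluorescence intensity. Buffer or medium: pH 7.5 Hepes buffer with CHAPS, BSA, DTT. Times: 30 min plus 50 min, RT.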
CCR6 antagonist – blocks CCL20-driven beta-arrestin recruitment at human CCR6; CHO-K1 CCR6 PathHunter beta-arrestin, luminescence, CCL20-stimulated; AID 493098; inhibition, % at 20 µM; 340,000 compounds, 0.49% hits;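 active = compounds whose inhibition of the agonist-driven luminescence signal at 20 µM reaches about 50%, limit read from the data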;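 note: cells stimulated with CCL20 at 14 nM final; plate controls were DMSO with CCL20 for no effect and DMSO without agonist for full effect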
Starred values were filed as active, the others as inactive; / = not tested or not shown. Cut-off read from the data, not from the text of the source, unless noted: active = inhibition above about 50%; inactive = the rest. A portion of the library, so the mix of outcomes need not match the whole.

SMILES	SENP8 inh	Jurkat NFkB inh	EBI2 antag	Gli-Sufu block	UBC13 polyUb	697 NFkB inh	Apaf-1 inh	CCR6 antagonist
CCOC(=O)c1cc2c(ccn2C)n1CC(=O)N1CCN(c2ccc(F)cc2)CC1	-10	14	-11	8	1	-16	6	12
CCSC(=O)NC12CC3CC(CC(C3)C1)C2	3	3	-1	-14	5	2	-32	13
C=C(C)c1cccc(C(C)(C)NC(=O)N2CCCCC2CC)c1 (stereo unspecified)	7	3	13	-20	3	4	-2	11
COc1ccc(CNC(=O)C2CCN(S(=O)(=O)c3cc(OC)ccc3OC)CC2)cc1	4	-6	21	4	2	26	9	23
O=C(CN(c1ccc(F)cc1)S(=O)(=O)c1ccccc1)N1CCOCC1	2	16	-5	10	3	-3	-1	-13
CCN(C(=O)c1cc2c(s1)-c1ccccc1OC2)c1cc(OC)ccc1OC	-12	-1	15	6	11	-14	13	23
Cc1ccc(/C=C/C(=O)OCC(=O)N(CC(C)C)c2c(N)n(Cc3ccccc3)c(=O)[nH]c2=O)o1	-5	8	-2	2	-11	14	-7	4
CNC(=S)NNC(=O)c1cc(-c2cccnc2)nc2ccccc12	-20	-7	6	9	-1	6	1	0
COc1ccc(C)cc1Nc1cc(C)nc2nc(C)nn12	-5	46	-8	-2	-7	-4	1	8
COc1ccc2nc(NCc3cccnc3)sc2c1	-3	-34	10	-12	-8	-53	-6	-3
S=c1[nH]nc(C2CCCCC2)n1/N=C/C=C/c1ccccc1	-4	-14	21	1	-9	7	26	23
CCOc1ccc(C2C3=C(CCCC3=O)Nc3ccc4ncccc4c32)cc1 (stereo unspecified)	-1	0	21	5	4	18	-9	16
O=C(NCSc1ccnc(SCNC(=O)c2ccccc2)n1)c1ccccc1	4	1	-5	7	10	-20	-20	-1
CCOc1ccc(-n2c(=O)c3c(C)c(C(=O)N(C)C)sc3n(CC(=O)Nc3ccccc3F)c2=O)cc1	9	1	-6	31	-12	15	-4	5
COc1ccc(CNC(=O)CSc2cccc3cccnc23)cc1	0	0	-14	3	8	-14	-2	14
CC(C)CCNC(=O)C1CCN(S(=O)(=O)c2ccc3nc4c(c(C(=O)O)c3c2)CCCCC4)CC1	-1	-2	-6	-1	6	8	-5	5
O=S(=O)(NCc1cccnc1)c1ccc2ccccc2c1	-1	22	-2	11	1	-18	6	0
CC(NC(=O)c1ccccc1)c1nc2ccccc2n1Cc1ccc(C#N)cc1 (stereo unspecified)	-8	-2	1	4	-4	-7	8	-2
CC(NC(=O)C(=O)NN=C1CCCC1)c1ccccc1 (stereo unspecified)	-1	-7	-11	-6	8	6	-1	-4
COc1ccccc1NC(=O)C1CCCCN1S(=O)(=O)c1ccc(F)cc1 (stereo unspecified)	-6	1	8	6	13	0	0	-5

Four of the compounds above, in markdown:
| smiles | SENP8 inh | Jurkat NFkB inh | EBI2 antag | Gli-Sufu block | UBC13 polyUb | 697 NFkB inh | Apaf-1 inh | CCR6 antagonist |
| --- | --- | --- | --- | --- | --- | --- | --- | --- |
| O=S(=O)(NCc1cccnc1)c1ccc2ccccc2c1 | -1 | 22 | -2 | 11 | 1 | -18 | 6 | 0 |
| CC(NC(=O)c1ccccc1)c1nc2ccccc2n1Cc1ccc(C#N)cc1 (stereo unspecified) | -8 | -2 | 1 | 4 | -4 | -7 | 8 | -2 |
| CC(NC(=O)C(=O)NN=C1CCCC1)c1ccccc1 (stereo unspecified) | -1 | -7 | -11 | -6 | 8 | 6 | -1 | -4 |
| COc1ccccc1NC(=O)C1CCCCN1S(=O)(=O)c1ccc(F)cc1 (stereo unspecified) | -6 | 1 | 8 | 6 | 13 | 0 | 0 | -5 |

Carrying on.
SMILES	SENP8 inh	Jurkat NFkB inh	EBI2 antag	Gli-Sufu block	UBC13 polyUb	697 NFkB inh	Apaf-1 inh	CCR6 antagonist
COC(=O)[C@H](Cc1ccccc1)N(C)S(=O)(=O)c1cccc(S(=O)(=O)N(C)[C@@H](Cc2ccccc2)C(=O)OC)c1	-13	12	27	10	-4	-16	19	4
O=C(Nc1ccc(O)c(-c2nc3ccccc3s2)c1)c1cccs1	0	3	4	0	-38	0	5	10
Cc1cc(=O)n2nc(N3CCC(C(=O)Nc4cccc(Cl)c4C)CC3)sc2n1	-2	4	-5	1	2	2	-8	4
O=C(Nc1ccc2c(c1)Cc1ccccc1-2)c1ccco1	42	-137	4	-90	2	-236	12	-12
COC(=O)COc1ccc(S(=O)(=O)Nc2ccc3c(c2)OCCO3)cc1C	-4	-7	4	9	0	-14	3	-16
CC1CC(C)CN(CC(O)COCCOc2ccc(Br)cc2)C1 (stereo unspecified)	4	-10	-3	32	12	16	1	8
c1ccc(CN2CCN(CCN3CCn4c3nc3ccccc34)CC2)cc1	-6	-8	4	4	2	-17	1	1
Cn1cnnc1SCC(=O)c1cccc([N+](=O)[O-])c1	-1	-19	0	-11	-9	-15	-2	-4
CCOC(=O)c1cccc(NC(=O)CSc2nnc(COc3ccccc3)n2CC)c1	-16	-7	-5	3	-8	-1	9	-11
Cc1c(NC(=O)CN2C(=O)c3ccc([N+](=O)[O-])cc3C2=O)c(=O)n(-c2ccccc2)n1C	-1	11	-2	10	-1	12	-6	-8
COCc1nc2ccccc2n1Cc1c(F)cccc1Cl	-10	3	4	15	-4	-26	2	0
CCn1c(=O)c(C(=O)Nc2ncccc2C)c(O)c2ccccc21	-3	9	-12	-9	17	8	-12	-1
CCc1nc(C)ccc1OCC(=O)N(CC)CC	4	-10	-2	0	-1	-6	-18	-9
Cc1[nH]c2ccccc2c1/C=N/NC(=O)Nc1ccccc1	-10	-19	-16	-17	1	-11	12	-28
Cc1c(NC(=O)C(C)OC(=O)c2cc(Cl)nc(Cl)c2)c(=O)n(-c2ccccc2)n1C (stereo unspecified)	0	9	-4	-5	7	6	-5	3
O=C(CN1C(=O)COc2ccccc21)Nc1ccc2c(c1)OCCO2	-1	1	0	4	5	22	-20	-10
CC1CC(C)CN(CCCNC(=O)C2CCN(c3ncnc4c3sc3cccc(F)c34)CC2)C1 (stereo unspecified)	5	-1	/	/	48*	8	2	/
N#CCC(=O)N/N=C/c1ccc(OC2CSC2)cc1	-1	5	-7	-3	4	14	-1	9
COc1ccc(NS(=O)(=O)c2cccc(C(=O)NN=Cc3ccc(O)c(OC)c3)c2)cc1	-10	-2	3	-2	-22	-39	1	6
CNC(=O)COC(=O)c1ccc(Cl)c(S(=O)(=O)N2CCCC2)c1	0	-2	-6	-16	0	23	8	5
COc1cccc(OC)c1C(=O)Nc1ccc2c(c1)n(C)c(=O)n2C	9	10	-4	-16	2	20	4	11
CC(C)OC(=O)CSc1nnc(-c2ccc(Cl)cc2Cl)n1N	-2	12	-11	5	-10	9	3	-7
Cc1ccc2[nH]c(=O)c(C3C(C#N)=C(N)Oc4c3ccc3cccnc43)cc2c1 (stereo unspecified)	0	-15	-1	19	-18	-15	26	14
CCCn1c(-c2cc(OC)c(OC)c(OC)c2)nc2nc3ccccc3nc21	-15	2	-5	6	6	27	14	4
COC(=O)c1ccc(N=Nc2ccccc2)cc1	47	-76	-2	-38	-2	-39	2	12
CN(C)S(=O)(=O)c1cccc(NC(=O)c2cccc(S(=O)(=O)N3CCCCC3)c2)c1	9	9	-4	0	2	22	13	6
O=C(NCCN1C(=O)S/C(=C\c2ccccc2)C1=O)C1CCN(S(=O)(=O)c2cccs2)CC1	-10	3	-13	1	-9	8	15	0
CCn1c(SCC(=O)c2ccc3ccccc3c2)nnc1-c1cccs1	-3	-10	6	7	0	19	28	0
N#Cc1cn(CCOc2ccc(F)cc2)c2ccccc12	-7	5	13	13	19	19	11	-3
C=CS(=O)(=O)c1ccc(Oc2ccc(S(=O)(=O)C=C)cc2)cc1	-12	78*	47*	6	5	3	15	74*
CCOC(=O)N1CCN(S(=O)(=O)c2ccc(C(=O)N(CCN(CC)CC)c3nc4ccc(C)cc4s3)cc2)CC1	-1	-12	-3	7	4	-23	38	-4
CN1CCN(C(=O)CCN2C(=O)c3ccccc3C2=O)CC1	5	6	-3	-8	2	12	-6	-8
COc1ccc(Nc2nc(-c3cccc(OC)c3O)nc3ccccc23)cc1	0	-9	-23	-11	2	-31	14	-1
Cc1ccccc1OC(C)C(=O)NCCCN1CCOCC1 (stereo unspecified)	1	1	0	6	-2	-3	11	3
CCc1ccc(-c2nn[nH]n2)cc1	-5	5	-5	3	4	2	-1	9
O=C(c1ccccc1)N1CCN(S(=O)(=O)N2CCOCC2)CC1	4	-8	-5	4	3	0	-11	2
O=C(Nc1cccc2ccccc12)N1CCN(c2ncccn2)CC1	0	2	-5	2	3	9	-19	0
Cc1c(C(=O)N2CCN(CCc3ccccc3)CC2)oc2ccccc12	5	4	18	0	-8	20	-3	12
CCC(C)Nc1nc(-c2c[nH]c3ccccc23)cs1 (stereo unspecified)	6	4	7	6	-20	-22	30	14
COc1ccc2c(O)c(-c3c(C)cc(C)cc3C)c(=O)[nH]c2c1	4	-9	-7	-5	0	-22	-4	1
CCOC(=O)c1c(NC(=O)OC)sc2c1CCC2	-5	-29	5	-6	-10	-30	19	5
CC1CCC2(CC1)NC(=O)N(CC(=O)NCc1ccc3c(c1)OCO3)C2=O (stereo unspecified)	2	3	16	10	0	18	-25	2
Cc1cc(Nc2ccc(N3CCC(C)CC3)cc2)n2ncnc2n1	-4	10	-13	9	-8	-2	5	8
COc1ccc(NC(=O)C2CCN(C(=O)[C@@H]3Cc4ccccc4CN3C(=O)OC(C)(C)C)CC2)cc1	-10	-16	3	-11	5	6	1	7
COCC(=O)Nc1cc(C)c2c(=O)oc3ccccc3c2n1	6	-16	2	-6	6	10	1	-6
CCN(CC)c1ccc(Nc2nc(Cl)ncc2Br)cc1	-10	3	-21	10	-10	7	18	21
CCC(=O)N1CCc2cc(Br)cc(S(=O)(=O)NCCN3CCCC3)c21	-1	-12	-8	4	2	13	3	8
Cn1ncc(Cl)c(Oc2ccc(C(C)(C)C)cc2)c1=O	-10	-4	-4	2	12	-8	6	-19
COC(=O)c1ccc(C(=O)OC)c(NC(=O)CSc2n[nH]c(N)n2)c1	4	17	-5	0	2	19	-7	-1
COC(=O)c1cc(O)cc(OC)c1Oc1cc(C)cc(O)c1C(=O)O	24	20	-5	-8	-15	17	-1	-3
COCCNC(=S)NN(c1ccccc1)c1ccccc1	-4	-26	-3	0	5	0	5	6
O=C1C(Cc2ccccc2)Nc2ncnc(N3CCc4ccccc4C3)c2N1Cc1ccccc1 (stereo unspecified)	4	-17	5	-3	11	8	21	10
COc1cc([N+](=O)[O-])c(N2CCOCC2)c([N+](=O)[O-])c1OC	1	-3	-1	5	15	4	-1	13
Cc1ccc(N(CCC#N)C(=O)COC(=O)c2ccccc2SCC(=O)N2CCCC2)cc1	-6	-7	-6	1	11	19	28	10
Cc1nnc(SCC(=O)Nc2nc(-c3ccc(F)cc3)cs2)[nH]c1=O	7	-13	8	-8	-1	-6	8	-9
CC1CCCN(c2nc3nonc3nc2Nc2ccccc2F)C1 (stereo unspecified)	-1	4	-12	10	4	11	8	17
CCOC(=O)C1=C(C)N(CCCC(=O)O)C(=O)NC1c1cccs1 (stereo unspecified)	-2	14	0	0	1	10	-9	-8
CCCOc1ccc(NC(=O)CC2C(=O)N(CC)C(=S)N2Cc2cccs2)cc1 (stereo unspecified)	-11	-4	17	-5	0	-1	17	6
Cc1ccc(C)c(CN2C(=O)CSc3ccc(C(=O)N4CCCC4)cc32)c1	1	9	5	11	5	14	7	18
Cc1cc(C(F)(F)F)c2c(C)nn(CCc3nn[nH]n3)c2n1	7	8	2	13	4	21	1	-7
O=C(CSc1nc2ncccc2[nH]1)NCc1ccco1	8	22	1	1	-4	-11	1	0
COc1ccc(C(c2c(O)nc(SC)n(C)c2=O)c2c(O)nc(SC)n(C)c2=O)cc1O	1	14	-1	0	4	5	-6	5

Filtered by structure, the entries above with a COOH group
SMILES	SENP8 inh	Jurkat NFkB inh	EBI2 antag	Gli-Sufu block	UBC13 polyUb	697 NFkB inh	Apaf-1 inh	CCR6 antagonist
CC(C)CCNC(=O)C1CCN(S(=O)(=O)c2ccc3nc4c(c(C(=O)O)c3c2)CCCCC4)CC1	-1	-2	-6	-1	6	8	-5	5
COC(=O)c1cc(O)cc(OC)c1Oc1cc(C)cc(O)c1C(=O)O	24	20	-5	-8	-15	17	-1	-3
CCOC(=O)C1=C(C)N(CCCC(=O)O)C(=O)NC1c1cccs1 (stereo unspecified)	-2	14	0	0	1	10	-9	-8

From PubChem
